Screening data (PubChem BioAssay)
Tb MetRS inh – Trypanosoma brucei MetRS inhibition; purified T. brucei MetRS, ATP depletion, Kinase-Glo luminescence; actives 0.4% (n = 360,000); AID 624268; inhibition, % at 11.9 µM;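 active means inhibition above a per-plate cutoff of the control wells' mean inhibition plus 3 SD, cut at about 5.5% in these data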;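 further: 0% = DMSO wells median and 100% = median of wells with control inhibitor compound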
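Material – parasite MetRS enzyme · Medium – HEPES-MgCl2-KCl buffer plus DTT, spermine, BSA, pyrophosphatase · Reagent – ATP, methionine and E. coli bulk tRNA substrates · Times – 15 min enzyme-compound preincubation, 2 h reaction, 10 min detection, 25 °C · Measured by – luminescence of leftover ATP · Evaluation – percent inhibition relative to median high and low control wells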
PABP1 MLLE inh – blocks PAM2 peptide binding to the PABP1 MLLE domain; GST-MLLE / FITC-PAM2 fluorescence polarization; inhibition, % at 20 µM; actives 0.36% (n = 360,000); AID 588489; in the data active means inhibition above about 35%, passing the limit was not always enough;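 further: plate controls were DMSO wells with GST-MLLE for no effect and wells lacking GST-MLLE protein for full effect; some results filed as inactive read as strong as hits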
FAS TE block – inhibitors of human fatty acid synthase thioesterase domain; P49327; actives 0.67% (n = 360,000); inhibition, % at 15 µM; recombinant FAS-TE, OMFH fluorogenic substrate, fluorescence endpoint;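 active means compounds whose normalised, plate-corrected inhibition of enzyme fluorescence in the single-dose primary screen is 50% or more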;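 further: 0% = DMSO with enzyme and 100% = substrate without enzyme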
E coli Lon inh – E. coli protease La inhibition | actives 0.42% (n = 360,000) | purified E. coli Lon protease, fluorescence polarization | AID 602123 | P0A9M0 | inhibition, % at 7.94 µM; in the data active means inhibition above about 13%, passing the limit was not always enough;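 further: 0% = enzyme with probe and DMSO and 100% = no enzyme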
NRP1-CendR mod – modulators of CendR peptide binding to human neuropilin-1. actives 0.85% (n = 360,000). FAM-RPARPAR peptide binding to NRP-1, fluorescence polarization. inhibition, % at 25 µM. AID 602438;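 active means inhibition or corrected inhibition above about 18%, plus a signal ratio from 0.5 to 1.5, limit read from the data, passing the limit was not always enough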; further: strong numbers were not always called active
Target sequence (O14786 whole entry, looked up): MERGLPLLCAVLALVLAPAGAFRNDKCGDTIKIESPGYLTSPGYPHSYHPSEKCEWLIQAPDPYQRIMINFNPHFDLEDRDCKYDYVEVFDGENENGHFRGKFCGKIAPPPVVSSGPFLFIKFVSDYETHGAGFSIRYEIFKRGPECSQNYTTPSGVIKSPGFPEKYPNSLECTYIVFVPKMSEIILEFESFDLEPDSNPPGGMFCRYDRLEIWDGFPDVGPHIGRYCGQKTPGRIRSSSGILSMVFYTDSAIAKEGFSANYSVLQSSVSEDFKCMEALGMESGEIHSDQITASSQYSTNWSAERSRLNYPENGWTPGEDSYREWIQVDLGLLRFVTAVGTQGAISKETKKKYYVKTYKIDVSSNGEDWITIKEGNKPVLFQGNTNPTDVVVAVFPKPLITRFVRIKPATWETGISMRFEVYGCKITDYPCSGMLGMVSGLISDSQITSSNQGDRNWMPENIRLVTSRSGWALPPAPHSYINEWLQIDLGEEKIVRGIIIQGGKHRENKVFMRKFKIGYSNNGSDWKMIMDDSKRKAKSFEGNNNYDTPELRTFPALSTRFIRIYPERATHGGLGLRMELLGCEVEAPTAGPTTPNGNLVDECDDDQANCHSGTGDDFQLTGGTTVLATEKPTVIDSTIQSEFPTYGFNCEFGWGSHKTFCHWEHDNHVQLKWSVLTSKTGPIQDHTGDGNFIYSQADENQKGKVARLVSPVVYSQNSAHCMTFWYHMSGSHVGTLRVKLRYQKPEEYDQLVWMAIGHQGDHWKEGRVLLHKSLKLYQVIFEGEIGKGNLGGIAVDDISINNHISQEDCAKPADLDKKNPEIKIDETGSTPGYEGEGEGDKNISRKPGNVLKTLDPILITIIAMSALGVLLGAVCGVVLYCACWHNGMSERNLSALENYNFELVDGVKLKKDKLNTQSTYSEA
SKN-1 block – C. elegans SKN-1 inhibition. inhibition, % at 21.8 µM. actives 0.49% (n = 360,000). C. elegans VP596 Pgst-4::GFP/RFP ratio, acrylamide-induced, 24 h. AID 624304;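 active means interference check ratio from 0.5 to 1.5 plus GFP to RFP signal ratio inhibition reaching or exceeding a fixed threshold, cut at about 30% in these data, passing the limit was not always enough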; further: some compounds called inactive have numbers as strong as hits
MsrA act – activates bovine MsrA enzyme | purified bovine MsrA, absorbance read-out | activation, % at 10.6 µM | actives 0.3% (n = 360,000); in the data active means activation above about 7.5%;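 further: 0% = vehicle and 100% = reference activator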
MsrA inhibitor – bovine MsrA inhibition; actives 0.75% (n = 360,000); inhibition, % at 15.5 µM; purified bovine MsrA, absorbance read-out; in the data active means inhibition above about 4.5%;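 further: 0% = vehicle wells with enzyme and 100% = reference inhibitor wells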
MT1-MMP act inh – blocks activation of human MT1-MMP; GFP/RFP ratio change, % at 20 µM; HT1080 RFP-PRO-GFP cells, GFP/RFP ratio fluorescence, overnight; percent of plate control window, DMSO zero; P50281; AID 651647; actives 0.061% (n = 360,000);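 active means GFP/RFP ratio change of at least 30% with cell ATP level not reduced by more than half and red fluorescence within 50% of control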; further: strong numbers were not always called active
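Assay system: HT1080 RFP-PRO-GFP cells | Dosing: 20 µM single dose, 1% DMSO | Incubation: Cells overnight before dosing, compound overnight, 37 °C, 5% CO2 | Evaluation: GFP/RFP fluorescence ratio | Control set: DMSO-only wells and HT1080 RFP-L50D-GFP cell wells as references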
Active calls of the source: *; / = no result given.

SMILES	Tb MetRS inh	PABP1 MLLE inh	FAS TE block	E coli Lon inh	NRP1-CendR mod	SKN-1 block	MsrA act	MsrA inhibitor	MT1-MMP act inh
c1ccc2c(c1)Sc1ccccc1-n1cnnc1-2	-0.2	-7	-6	2	10	2	-2	-1.5	-4
COc1ccc(S(=O)(=O)N2CCOCC2)cc1NC(=O)CSc1nnc(C2CC2)n1C1CC1	0.0	-1	-9	-5	5	-5	-1	-0.2	-2
S=c1[nH]nc(CCSCc2ccccc2)n1-c1ccccc1	-0.2	12	-2	9	-1	7	0	-1.4	-3
NNc1nc2ccc(Cl)cc2s1	0.4	0	-4	-20	4	7	-3	0.0	4
COc1ccc(NC(=O)c2cccc(S(=O)(=O)N3CCN(c4ccccc4)CC3)c2)c(OC)c1	-0.2	-26	43	-12	0	-1	2	1.0	2
COc1cc(/C=C(\C#N)c2ccccn2)ccc1OCc1ccccc1	-0.1	2	20	0	4	6	-6	2.0	-2
COc1ccc(-n2c(C)c(C(C)=O)c(C(C)=O)c2C)cc1	-0.1	0	-6	4	8	13	-1	0.1	0
O=C(Cc1ccccc1)N[C@@H](Cc1ccccc1)C(=O)O	-0.2	-8	-7	-10	4	-4	-3	1.1	2
COc1ccc(Nc2nc(N3CCCCC3)nc(N3CCCCC3)n2)c(OC)c1	-0.4	3	26	0	-10	7	-4	-1.1	2
CC(C)=C1C2CCC1C1C(=O)N(c3nc(-c4ccc(C(C)C)cc4)c(C)s3)C(=O)C21 (stereo unspecified)	0.3	6	25	11	-2	22	-1	-0.1	-17
O=C(NCC1CC1)NC(=O)c1ccccc1F	0.1	1	2	2	-4	15	-2	-0.7	5
Cc1ccccc1CSc1nnc(C)c(=O)[nH]1	0.4	-5	-4	-6	-13	-11	-1	0.5	-2

Compounds from the list above that contain a halogen:
SMILES	Tb MetRS inh	PABP1 MLLE inh	FAS TE block	E coli Lon inh	NRP1-CendR mod	SKN-1 block	MsrA act	MsrA inhibitor	MT1-MMP act inh
NNc1nc2ccc(Cl)cc2s1	0.4	0	-4	-20	4	7	-3	0.0	4
O=C(NCC1CC1)NC(=O)c1ccccc1F	0.1	1	2	2	-4	15	-2	-0.7	5

(more compounds)
SMILES	Tb MetRS inh	PABP1 MLLE inh	FAS TE block	E coli Lon inh	NRP1-CendR mod	SKN-1 block	MsrA act	MsrA inhibitor	MT1-MMP act inh
COc1cc(/C=C/C(=O)OC[C@H]2O[C@H](OC3(CO)OC(CO)C(O)C3O)[C@H](O)[C@@H](O)[C@@H]2O)ccc1O (stereo partly specified)	0.0	4	-9	0	7	-9	-2	0.5	-2
CCCN1C(=O)c2cc(C(=O)NC3CCCCCC3)ccc2C1O (stereo unspecified)	0.3	-11	-6	-6	-3	10	-3	0.3	-11
O=C(Nc1cc(C(F)(F)F)ccc1Cl)C(Sc1nnc(-c2cccs2)o1)c1ccccc1 (stereo unspecified)	0.6	-41	3	-1	6	10	5	-1.0	1
C/C(=N\Nc1ccc([N+](=O)[O-])cc1[N+](=O)[O-])C(C)(C)C(C(=O)O)C(=O)O	0.6	6	0	-7	20	16	-4	1.9	4
Cc1ccc(Cl)cc1NC(=O)CC(O)(C(F)(F)F)C(F)(F)F	1.0	9	4	-4	6	2	-10	-0.3	-5
COc1ccccc1C1CN(c2ccc(F)cc2F)N=C1c1cccs1 (stereo unspecified)	-0.4	-2	33	1	1	44*	-3	0.3	-8
Cc1noc(C)c1COc1ccccc1C(=O)N(C)CC(=O)Nc1ccc(Cl)c(Cl)c1	0.1	-3	14	7	-6	17	-9	1.0	4
CC(=O)N(C(C)=O)c1cccc2c(N(C(C)=O)C(C)=O)cccc12	1.3	3	-8	2	6	21	-1	-1.7	2
Cc1cc(SCC(=O)NCCC2=CCCCC2)nc2ccccc12	-1.7	21	26	-10	1	-5	-11	-0.1	3
O=c1cc(Cl)c2ccccc2n1-c1ccccc1	-0.8	8	-2	1	0	0	-3	-0.1	-4
CC1(C)CC[C@]2(C(=O)O)CC[C@]3(C)C(=CCC4[C@]56CC[C@@](O)(OC5)C(C)(C)C6CC[C@]43C)C2C1 (stereo partly specified)	0.1	8	9	-7	-31	9	-3	1.1	10
Cc1cnc(N=Nc2ccccc2)[nH]1	-0.1	8	-6	-12	1	18	-3	1.5	0
CC(O)C(NS(=O)(=O)c1ccc2ccccc2c1)C(=O)OCC(=O)Nc1ccccc1OC(F)F (stereo unspecified)	-0.5	1	1	-11	6	-3	-3	0.5	1
COc1ccc(NC(=O)c2ccc3c(c2)C(=O)N(CC2CCCO2)C3=O)cc1 (stereo unspecified)	-0.7	5	2	3	-2	14	1	3.1	1
COc1ccc(OC)c(S(=O)(=O)Nc2cccc(F)c2)c1	-0.8	-1	-4	-3	7	0	-10	-0.3	5
COC(=O)C(Cc1ccc(OC(=O)c2ccccc2C)cc1)N1Cc2ccccc2C1=O (stereo unspecified)	-1.1	-1	16	-2	-6	2	-2	1.5	-3
O=C(O)CN1C(=O)S/C(=C\c2cccnc2)C1=O	0.1	26	-4	-13	-10	12	-5	2.4	-1
O=C(COC(=O)C1=NN(c2ccccc2)C(=O)CC1)Nc1nc(-c2ccc(F)cc2)cs1	-0.5	-7	5	8	-18	2	-2	0.6	2
COC(=O)CSc1nc(N)c2c3c(sc2n1)CCCC3	-0.4	1	-1	-1	-6	3	4	-0.2	-1
O=C(CCc1nnc(-c2ccsc2)o1)N1CCc2c(Cl)cccc2C1	-0.5	5	1	-9	-7	-1	-4	-0.4	-2
COc1cc([N+](=O)[O-])ccc1NC(=O)CSc1nnc(C)c(C)n1	-0.4	-4	1	-1	-14	11	-2	3.1	7
CCOC(=O)C(=Cc1ccc(-n2cncn2)cc1)C(=O)OCC	-0.2	15	-5	-8	11	4	-1	0.0	-9
Cc1cccnc1NC(=O)Nc1ccc(Cl)cc1	-0.2	3	-4	-5	2	17	-3	-0.2	0
Cc1ccccc1CN(c1ccc(C(=O)NCC2CCCO2)cc1)S(C)(=O)=O (stereo unspecified)	0.4	-1	-11	2	-3	-12	-2	-1.0	4
NC(=O)C(c1ccccc1)C1CCCCC1 (stereo unspecified)	-0.6	0	-2	8	6	-13	-9	-0.9	-8
O=C(O)CC1=C(Nc2ccccc2)C(=O)N(c2ccccc2)C1c1ccc(Cl)cc1 (stereo unspecified)	0.6	10	2	-6	-9	2	-2	-0.5	-6
CO/C(N)=C(\C#N)N=Cc1ccccc1Cl	-0.6	-7	4	-13	-7	5	-1	0.9	-2
O=C(NCc1ccc(F)cc1)c1cc2c(s1)CCCC2	0.0	13	9	5	7	1	1	0.9	7
CCn1cc(C(=O)N[C@@H](C)C(=O)OC)c(=O)c2cc3c(cc21)OCO3	-1.1	13	-6	1	6	-4	-7	0.7	-2
COc1ccc(C(=O)OC(C)C(=O)NC2CCCc3ccccc32)cc1OC (stereo unspecified)	0.3	-9	3	-9	7	-2	-8	-1.2	-1
CC(C)Cn1c(-c2ccccc2F)n[nH]c1=S	-0.2	-16	-4	-3	2	-23	-11	-0.8	2
Cc1cc(S(=O)(=O)NCCN2CCOCC2)ccc1Cl	-0.6	7	-4	-4	13	-5	-2	-0.6	1
COc1ccc(CN(C)C(=O)c2cccc(S(=O)(=O)N3CCN(c4ccccc4)CC3)c2)c(OC)c1OC	-0.4	-5	28	0	2	-5	-3	-0.5	7
Cc1cccc(NC(=S)NNC(=O)c2ccccc2OC(F)F)c1	-0.5	24	-8	-2	-2	17	-4	0.4	4
COCCCn1cc(CN2CC(N3CCN(C)CC3)CS2(=O)=O)nn1 (stereo unspecified)	0.5	/	-14	2	6	-1	1	-1.0	3
C[C@]12c3[nH]c4ccc(Cl)cc4c3CCN1C(=O)[C@@H](CC(=O)NCc1cccc(C(F)(F)F)c1)C[C@@H]2C(=O)N1CCCCC1	-0.5	2	37	-3	10	-12	-2	-1.4	-28
COc1ccccc1N(C)S(=O)(=O)c1ccc(C(=O)OCC(=O)Nc2ccc(C(N)=O)cc2)cc1	-0.2	-3	0	-5	0	-9	-4	-0.7	-2
O=C(Nc1ccc(Cl)c(Cl)c1)Nc1ccccn1	-0.5	-8	-2	-8	-1	16	-2	-0.4	-5
Oc1ccc2ccccc2c1CN1CCN(C/C=C/c2ccccc2)CC1	-0.6	22	11	7	8	-1	-7	-0.1	0
O=C(O)/C=C\C(=O)Nc1ccccc1N1CCN(c2ccccc2)CC1	-1.1	3	-1	-2	15	17	1	-1.1	2
COCC(=O)Nc1ccccc1NC(C)=O	-0.4	2	-3	8	2	-7	-2	-1.2	5
COC(=O)c1nccnc1C(=O)Nc1ccccc1N1CCOCC1	0.0	9	-3	1	9	0	-5	3.2	0
Cc1c(C(=O)Nc2ccccc2F)sc2ncn(CC(=O)N3CCOCC3)c(=O)c12	-0.4	12	-2	-8	8	0	-1	0.6	5

Of the compounds above, twelve contain a Cl atom.
SMILES	Tb MetRS inh	PABP1 MLLE inh	FAS TE block	E coli Lon inh	NRP1-CendR mod	SKN-1 block	MsrA act	MsrA inhibitor	MT1-MMP act inh
NNc1nc2ccc(Cl)cc2s1	0.4	0	-4	-20	4	7	-3	0.0	4
O=C(Nc1cc(C(F)(F)F)ccc1Cl)C(Sc1nnc(-c2cccs2)o1)c1ccccc1 (stereo unspecified)	0.6	-41	3	-1	6	10	5	-1.0	1
Cc1ccc(Cl)cc1NC(=O)CC(O)(C(F)(F)F)C(F)(F)F	1.0	9	4	-4	6	2	-10	-0.3	-5
Cc1noc(C)c1COc1ccccc1C(=O)N(C)CC(=O)Nc1ccc(Cl)c(Cl)c1	0.1	-3	14	7	-6	17	-9	1.0	4
O=c1cc(Cl)c2ccccc2n1-c1ccccc1	-0.8	8	-2	1	0	0	-3	-0.1	-4
O=C(CCc1nnc(-c2ccsc2)o1)N1CCc2c(Cl)cccc2C1	-0.5	5	1	-9	-7	-1	-4	-0.4	-2
Cc1cccnc1NC(=O)Nc1ccc(Cl)cc1	-0.2	3	-4	-5	2	17	-3	-0.2	0
O=C(O)CC1=C(Nc2ccccc2)C(=O)N(c2ccccc2)C1c1ccc(Cl)cc1 (stereo unspecified)	0.6	10	2	-6	-9	2	-2	-0.5	-6
CO/C(N)=C(\C#N)N=Cc1ccccc1Cl	-0.6	-7	4	-13	-7	5	-1	0.9	-2
Cc1cc(S(=O)(=O)NCCN2CCOCC2)ccc1Cl	-0.6	7	-4	-4	13	-5	-2	-0.6	1
C[C@]12c3[nH]c4ccc(Cl)cc4c3CCN1C(=O)[C@@H](CC(=O)NCc1cccc(C(F)(F)F)c1)C[C@@H]2C(=O)N1CCCCC1	-0.5	2	37	-3	10	-12	-2	-1.4	-28
O=C(Nc1ccc(Cl)c(Cl)c1)Nc1ccccn1	-0.5	-8	-2	-8	-1	16	-2	-0.4	-5
